Assay outcomes (PubChem)
TRHR PAM: TRH receptor (human) allosteric enhancement; enhancement, % at 2 µM; TRHR cells, fluo-8 calcium fluorescence, EC20 TRH enhancement; P34981; 360,000 tested, 0.66% active; AID 493056; in the data active means enhancement above about 30%; further: 0% is about no effect
Target sequence (P34981 whole entry, looked up): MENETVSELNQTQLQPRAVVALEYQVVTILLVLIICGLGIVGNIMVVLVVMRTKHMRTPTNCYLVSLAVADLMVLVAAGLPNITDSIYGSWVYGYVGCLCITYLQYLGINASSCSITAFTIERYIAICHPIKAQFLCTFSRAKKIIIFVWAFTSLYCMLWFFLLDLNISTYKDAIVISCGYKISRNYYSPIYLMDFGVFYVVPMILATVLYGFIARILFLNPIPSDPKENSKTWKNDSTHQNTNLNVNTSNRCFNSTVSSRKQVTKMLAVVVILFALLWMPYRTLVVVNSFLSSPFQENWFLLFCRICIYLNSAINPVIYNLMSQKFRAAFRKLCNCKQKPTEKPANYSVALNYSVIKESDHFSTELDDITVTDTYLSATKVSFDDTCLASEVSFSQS
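TRHR-expressing cells loaded with fluo-8 calcium dye were read kinetically (ex 480/em 530) during compound addition, then stimulated with an EC20 of TRH (10 nM final). Enhancement of the Gq-mediated intracellular calcium response was scored.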
D2 potentiator: D2 dopamine receptor (human) potentiation | P14416 | HEK293 T-REx D2, calcium flux, EC20 dopamine potentiation | potentiation, % at 10 µM | 340,000 tested, 0.34% active;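 active means potentiation over 3 SD above the plate norm, cut at about 30% in these data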; further: 0% is about no effect
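Tetracycline-induced HEK293 T-REx cells force-coupled to calcium signalling expressed D2; compounds were pin-added after a 10 s baseline, read kinetically 180 s, then an EC20 dopamine challenge followed with a further 180 s calcium read.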
TRHR ag: TRH receptor (human) agonism; P34981; TRHR cells, calcium flux fluo-8, FDSS agonist mode; activation, % at 2 µM; 360,000 tested, 0.18% active; AID 493084; in the data active means activation above about 30%; further: 0% is about no effect
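In this calcium-flux screen, cells bearing human TRHR are dye-loaded with fluo-8, baselined for 10 cycles, then exposed to library compounds; positive kinetic calcium responses during the agonist phase mark hits, with TRH as control.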
Anesthetic bind: candidate novel general anesthetic via apoferritin binding | P02791 | apoferritin/1-aminoanthracene competitive binding, fluorescence | Potency, µM (doses to about 77.5 µM), for inactives: top-dose activity change, negative = displacement, actives largely listed as inhibitors | 350,000 tested, 0.074% active | AID 485281; further: potency means the concentration at half of the fitted maximal effect; on the % scale 0 is the no-effect control and ±100 the full control effect; nearly all actives have a fitted effect of over 20% in size
Target sequence (P02791 2-175 limits assumed): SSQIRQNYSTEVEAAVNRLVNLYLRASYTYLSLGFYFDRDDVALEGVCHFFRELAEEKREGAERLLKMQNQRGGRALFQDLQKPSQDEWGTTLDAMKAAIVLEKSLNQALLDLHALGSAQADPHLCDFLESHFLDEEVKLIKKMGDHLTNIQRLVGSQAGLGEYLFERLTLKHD
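Probe: 1-aminoanthracene (50% saturated, PBS). Protein: horse-spleen apoferritin, 10 uM. Incubation: 10 min, room temperature. Detection: 380 nm excitation, 535 nm emission. Analysis: normalized response, four-parameter Hill.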
RXFP1 ag: activates the human relaxin receptor RXFP1; HEK293T-RXFP1 cAMP TR-FRET, 30 min; response scale: percent of porcine relaxin response, buffer zero; AID 2676; Q9HBX9; 370,000 tested, 0.3% active; Potency, µM (doses to about 57.5 µM), for the others: at the highest dose activation, hits mostly activators; further: potency means the concentration at half of the fitted maximal effect; on the % scale 0 is the no-effect control and ±100 the full control effect; nearly all actives have a fitted effect of over 60% in size; many of its hits are not listed in these tables
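HEK293 cells stably expressing RXFP1, treated 30 min at 37C with compounds plus PDE4 inhibitor Ro 20174; cAMP measured by HTRF TR-FRET. Normalized to buffer and 29 nM porcine relaxin; EC50 by Hill fit.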
D1 PAM: enhances dopamine response at the human D1 receptor. P21728. HEK293 TREx D1 cells, calcium flux, dopamine EC20 potentiation. potentiation, % at 10 µM. 360,000 tested, 0.036% active. AID 504651; in the data active means potentiation above about 30%; further: 0% is about no effect
Target sequence (P21728 whole entry, looked up): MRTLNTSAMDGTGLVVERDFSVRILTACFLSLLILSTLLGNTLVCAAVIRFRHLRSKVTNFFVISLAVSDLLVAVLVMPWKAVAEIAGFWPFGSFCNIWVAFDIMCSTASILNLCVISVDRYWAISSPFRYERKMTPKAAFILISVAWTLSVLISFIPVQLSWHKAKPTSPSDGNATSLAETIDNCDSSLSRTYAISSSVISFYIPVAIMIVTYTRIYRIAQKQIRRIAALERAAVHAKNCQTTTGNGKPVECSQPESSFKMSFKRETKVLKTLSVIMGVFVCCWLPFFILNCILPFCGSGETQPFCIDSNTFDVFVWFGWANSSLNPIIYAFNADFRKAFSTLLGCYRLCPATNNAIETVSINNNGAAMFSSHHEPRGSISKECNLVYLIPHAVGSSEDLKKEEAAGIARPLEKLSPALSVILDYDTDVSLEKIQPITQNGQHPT
D1 agonist: activates the human D1 dopamine receptor | activation, % at 2 µM | HEK293 T-REx D1 cells, calcium flux, agonist mode | 360,000 tested, 1% active | AID 504660; in the data active means activation above about 30%; further: 0% is about no effect
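Tetracycline-induced HEK293 TREx D1 cells, force-coupled to calcium signalling, were dye-loaded with a no-wash calcium kit. Compound was pin-added after a 10 s baseline. Fluorescence was read kinetically at 1 cycle/s for 180 s, with calcium rises flagged as agonism.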
D1 antag: antagonists of human D1 dopamine receptor; HEK293 TREx D1 cells, calcium flux, dopamine EC80; active compounds read low; activity change, negative = inhibition, % at 10 µM; 360,000 tested, 3.2% active; AID 504652; in the data active means activity change below about -30%; further: on the % scale 0 is the no-effect control and ±100 the full control effect
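Kinetic fluorescence of a calcium dye serves as the read-out. D1-expressing Hek293 Trex cells, induced overnight at 30 C, are exposed to compound for 180 s before an EC80 dopamine addition, then read 180 s further.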
RXFP1 antag: RXFP1 (human) relaxin receptor antagonism | Q9HBX9 | activity change, negative = inhibition, % at 57.5 µM | HEK293-RXFP1, relaxin-stimulated cAMP HTRF, 30 min; active compounds read low | 350,000 tested, 0.59% active;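 active means activity change of -60% or lower, but not beyond a set lower limit; inconclusive means change between -60% and -40%, or beyond the set limit; inactive means change above -40%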; further: on the % scale 0 is the no-effect control and ±100 the full control effect
The depositor's hits bear a star; ? = inconclusive; . = no result given; [ ] = remark or other dose. Unless noted, the call rests on the fitted dose curve; in most records, active means well fitted curve in the direction sought with a large enough effect; inconclusive means small, poorly fitted or top-dose-only effect, or another doubt; inactive means no such curve, though single readings can be large; an effect the other way counts as inactive or inconclusive. An excerpt; count on the stated rates, not on these rows.

SMILES | TRHR PAM | D2 potentiator | TRHR ag | Anesthetic bind | RXFP1 ag | D1 PAM | D1 agonist | D1 antag | RXFP1 antag
CCCc1cc(=O)[nH]c(SCc2cc(=O)oc3c(C)c(C)ccc23)n1 | 3 | 4 | -0.3 | -3% | 0.2% | -6 | -1 | -1 | -1
O=c1cc(C(F)(F)C(F)F)oc2ccccc12 | -8 | 16 | 0.0 | -4% | -0.9% | -3 | 0 | 0 | -3
Fc1ccc(-c2n[nH]c(=S)n2-c2ccc3c(c2)OCCO3)cc1 | 4 | . | -0.4 | 0% | 7.9% | -2 | 2 | 14 | -16
Brc1ccc(-c2nnc(-c3ccccc3Br)o2)cc1 | 5 | -10 | -1.7 | -14% | -1.2% | -6 | 10 | -10 | -8
COc1ccc(Nc2cc(C(=O)NCc3ccco3)c3ccccc3n2)c(OC)c1 | -6 | -12 | -0.7 | 2% | 0.2% | -7 | 0 | -18 | 5
COc1ccccc1NC(=O)/C=C/C(=O)O | 6 | 10 | 0.0 | -3% | -0.5% | 2 | 4 | 12 | 0
CC(CC(=O)O)CC(=O)Nc1nncs1 (stereo not drawn) | 19 | 7 | 1.0 | 39%[activator] | -1.6% | 1 | 0 | -6 | -3
COC(=O)CC1=C(C(=O)OC)C(c2cccc(OCC(N)=O)c2)C(C#N)=C(N)O1 (stereo not drawn) | -6 | 8 | 1.5 | -4% | -0.4% | 17 | 0 | 11 | -2
Cc1cc(NC(=O)CN(C)CCOc2ccccc2)ccc1Br | -12 | -21 | -0.2 | 0% | -1.0% | 2 | 1 | 0 | -34
Cc1onc(-c2ccccc2)c1C(=O)N=C(N)c1ccc(Cl)cc1 | 8 | -5 | 2.2 | -2% | 28% | -4 | 0 | 2 | -7
O=c1ccc(Cl)cn1Cc1ccccc1F | -10 | . | 0.3 | -1% | 1.1% | -4 | 2 | -5 | -3
N#CCN(CC#N)C(=O)C1c2ccccc2Oc2ccccc21 | -9 | -22 | -0.3 | -4% | 0.1% | -4 | 7 | -18 | -8
COc1ccc(NC(=O)CSc2nc(-c3ccccc3)nc3c2Cc2c(CO)cnc(C)c2O3)cc1Cl | 1 | 2 | 0.6 | -3% | 0.1% | -4 | 2 | -4 | -13
CC(=O)N1CC=C2C(C#N)=C(N)C(C#N)(C#N)[C@H](c3ccoc3)[C@H]2C1 | -2 | -2 | 1.2 | 14% | 1.7% | -1 | 2 | -5 | 25
O=[N+]([O-])c1ccc(O)c(/C=N/Nc2nc3ccccc3[nH]2)c1 | 3 | -8 | -1.5 | 4% | -0.6% | -5 | 1 | -10 | -37
O/N=C1/CCCCC1c1ccccn1 (stereo not drawn) | -5 | -2 | 1.1 | -18% | 3.0% | 1 | 4 | -2 | -1
Cc1ccc(C(=O)N/C(=C\c2cccc([N+](=O)[O-])c2)C(=O)Nc2cccc(C(=O)O)c2)cc1 | -7 | -1 | 0.4 | -15% | 0.1% | -2 | 0 | -25 | -10
CC(=O)N1CCOc2ccc(S(=O)(=O)N3CCC(C(=O)Nc4ccc(C)c(C)c4)CC3)cc21 | -5 | -2 | 0.1 | -19% | 0.7% | 2 | 2 | -4 | 9
O=C(NCC1CCCO1)/C(=C\c1cccs1)NC(=O)c1ccccc1 (stereo not drawn) | 1 | 0 | 0.0 | -1% | 0.8% | -2 | 0 | 10 | -8
Cc1ccccc1OCC(O)CNC1CCC(NCC(O)COc2ccccc2C)CC1 (stereo not drawn) | 10 | -8 | 2.0 | -14% | -0.1% | -6 | 25 | -25 | -101*
Cc1ccc(/C=C/C(=O)N2CCCN(C(=O)/C=C/c3ccc(C)cc3)CC2)cc1 | 2 | 0 | -2.0 | 6% | 1.6% | -4 | 1 | 10 | -15
COc1ccc(-n2nc(C(=O)Nc3nc4ccc(OC)cc4s3)c3ccccc3c2=O)c(OC)c1 | -4 | . | -0.5 | -8% | 1.2% | -8 | 9 | -21 | .
C=CCn1c(SCC(=O)Nc2cc(Cl)ccc2C(=O)O)nc2sc(C)c(C)c2c1=O | -1 | 5 | -0.3 | . | 3.4% | . | 2 | -25 | -2
O=C(OCc1nnc(-c2ccc(Cl)cc2)o1)c1ccc(=O)n(Cc2ccccc2)n1 | 0 | -5 | 0.3 | -10% | 0.6% | -6 | 5 | -10 | -2
CCCCCCN=CC1=C(O)CC(C)(C)CC1=O | -2 | 2 | 0.3 | -18% | 0.3% | 2 | 1 | 6 | -1
O=C(NCC1CCCN(C(=O)c2cccc(C(F)(F)F)c2)C1)c1ccc(F)cc1 (stereo not drawn) | -15 | -6 | -0.4 | -4% | 1.3% | -9 | 2 | 3 | 30
CCc1ccccc1Nc1nn2c(=O)c3ccc(C(=O)NCc4ccccn4)cc3nc2s1 | -3 | 5 | 0.2 | -4% | 2.7% | -6 | 2 | -2 | 26
O=C(CCC1CCN(Cc2ccccc2Cl)CC1)NC1CC1 | 9 | -1 | 0.5 | -5% | -2.6% | -4 | 1 | 8 | -3
Cc1ccc(NC(=S)NCCN2CCOCC2)cc1C | -6 | -13 | 0.5 | -9% | 0.4% | 0 | 4 | 16 | -15
O=C(O)CSC1CC(=O)N(c2cccc(Cl)c2)C1=O (stereo not drawn) | 7 | 24 | -0.6 | -21% | 0.3% | 7 | 0 | -8 | 26

Records listed above marked active in RXFP1 antag:
| canonical_smiles | TRHR PAM | D2 potentiator | TRHR ag | D1 PAM | D1 agonist | D1 antag | RXFP1 antag |
| --- | --- | --- | --- | --- | --- | --- | --- |
| Cc1ccccc1OCC(O)CNC1CCC(NCC(O)COc2ccccc2C)CC1 (stereo not drawn) | 10 | -8 | 2.0 | -6 | 25 | -25 | -101* |

Next part
SMILES | TRHR PAM | D2 potentiator | TRHR ag | Anesthetic bind | RXFP1 ag | D1 PAM | D1 agonist | D1 antag | RXFP1 antag
CCOC(=O)N1CCN(C(=O)C2CCN(S(=O)(=O)N3CCC4(CC3)OCCO4)CC2)CC1 | 9 | -3 | 0.9 | 6% | -0.5% | -4 | 2 | 1 | 11
O=C(CCc1ccccc1)Nc1cccc(NC(=O)CCc2ccccc2)c1 | -14 | 25 | 0.1 | -12% | -0.8% | -2 | 1 | -9 | 5
CCC(C)NC(=O)CCSc1nc(-c2ccc(OC)cc2)cc(C(F)(F)F)n1 (stereo not drawn) | -2 | -3 | 3.6 | ? | 16% | -6 | 23 | -3 | .
O=C(NCCc1cccc(F)c1)C1CCN(S(=O)(=O)c2ccccc2)CC1 | 1 | -8 | -0.2 | 1% | -0.2% | 1 | 1 | -3 | 6
CC1Cc2nc(SCC(=O)N3CCc4ccccc43)n(C)c(=O)c2S1 (stereo not drawn) | 2 | -6 | -0.4 | -14% | 1.8% | -3 | 3 | -18 | .
O=C(c1ccccc1[N+](=O)[O-])N1CCCN(C(=O)c2ccccc2[N+](=O)[O-])CC1 | 1 | -10 | 0.0 | -3% | -0.2% | -5 | 3 | 9 | 2
CC1C(=O)C(C)C(c2ccc3c(c2)OCO3)NC1c1ccc2c(c1)OCO2 (stereo not drawn) | 4 | -4 | -0.3 | -4% | 2.7% | -2 | 1 | -12 | -5
C/C(=N\NC(=O)c1cccc(S(=O)(=O)N2CCOCC2)c1)c1ccc(OCC(=O)N(C)C)cc1 | 1 | 2 | 0.3 | . | -0.3% | -5 | 0 | 1 | -11
COc1ccc(/C(N)=N/OC(=O)COc2ccccc2Cl)cc1 | -9 | . | 0.2 | -6% | -1.2% | 1 | 15 | 12 | -1
CCOc1ccc(-n2c(=O)cc(N3CCN(c4ccccc4)CC3)[nH]c2=O)cc1 | 4 | 3 | 0.5 | 4% | -0.3% | -3 | -2 | 1 | 7
Cn1c(C(=O)O)ccc1S(=O)(=O)N1CCCCCC1 | -4 | -4 | -0.1 | 7% | -0.2% | 3 | 4 | -17 | -15
CCC(=O)N1CCCc2ccccc21 | -2 | 4 | 0.1 | -2% | 2.3% | -4 | 3 | -14 | 7
OC(CNC1Cc2ccccc2C1)COc1ccc(Cl)cc1 (stereo not drawn) | 2 | -26 | 1.1 | 0% | 0.8% | -3 | 40* | 16 | .
N#Cc1c(NC(=O)COC(=O)C2CC3C=CC2C3)oc(-c2ccccc2)c1-c1ccccc1 (stereo not drawn) | -4 | 1 | -0.1 | -10% | -0.8% | 0 | 3 | 4 | -11
CCc1ccccc1NC(=S)NCC1CCN(c2ccc(OC)cc2)C1 (stereo not drawn) | 6 | 8 | -0.3 | -5% | -0.5% | -6 | 8 | -20 | 3
CCS(=O)(=O)c1ncc(Cl)c(C(=O)N2CCN(c3cccc(Cl)c3)CC2)n1 | -14 | -5 | 1.6 | -3% | -1.3% | -4 | 5 | -31* | ?
N#Cc1c2n(c3c(=O)n(Cc4ccccc4)cnc13)CCCC2 | -2 | 8 | 0.0 | -7% | 4.9% | -5 | 1 | 6 | 28
Cc1nn(C)c(C)c1S(=O)(=O)N(CC(=O)NCCc1ccccc1)c1ccc(C(C)C)cc1 | -2 | 1 | -1.3 | -12% | 2.6% | -1 | -1 | -19 | 5
CCCNCc1cc(OCC)c(OCC(N)=O)cc1Br | 6 | 2 | 0.7 | 7% | -0.4% | -2 | 4 | -2 | -7
CCN(CC(=O)NC1CCS(=O)(=O)C1)S(=O)(=O)c1cc([N+](=O)[O-])ccc1C (stereo not drawn) | 0 | -3 | 0.1 | . | -0.9% | 2 | 0 | 4 | -10
NS(=O)(=O)c1ccc(CCN2C(=O)/C(=C\c3ccc(Cl)cc3)SC2=S)cc1 | 7 | -6 | -0.4 | -1% | 0.7% | -2 | 2 | 6 | .
c1ccc(CN2CCN(C(c3ccccc3)c3ccccc3)CC2)cc1 | -1 | -19 | -0.8 | 1% | 1.4% | -6 | 4 | 5 | -104*
CCOC(=O)N1CCN(C(=O)CN2C(=O)CC(C)(C)S(=O)(=O)c3ccccc32)CC1 | -4 | -5 | 0.1 | -10% | 0.0% | -9 | 0 | -7 | -1
COC(=O)c1ccc(OCC(=O)c2ccccc2OC)cc1 | 9 | 3 | -0.2 | -23% | 1.8% | -3 | 3 | -5 | 1

Another view of some results above:
Compound	TRHR PAM	D2 potentiator	TRHR ag	Anesthetic bind	RXFP1 ag	D1 PAM	D1 agonist	D1 antag	RXFP1 antag
CCCNCc1cc(OCC)c(OCC(N)=O)cc1Br	6	2	0.7	7%	-0.4%	-2	4	-2	-7
CCN(CC(=O)NC1CCS(=O)(=O)C1)S(=O)(=O)c1cc([N+](=O)[O-])ccc1C (stereo not drawn)	0	-3	0.1	.	-0.9%	2	0	4	-10
NS(=O)(=O)c1ccc(CCN2C(=O)/C(=C\c3ccc(Cl)cc3)SC2=S)cc1	7	-6	-0.4	-1%	0.7%	-2	2	6	.
c1ccc(CN2CCN(C(c3ccccc3)c3ccccc3)CC2)cc1	-1	-19	-0.8	1%	1.4%	-6	4	5	-104*
